NALP3 yeast inh: NALP3 inflammasome inhibitors in reconstituted yeast, primary screen, luminescence, uHTS. Yeast reconstituted NLRP3/ASC/caspase-1, beta-gal luminescence, 24 h. inhibition, % at 10 µM. 330,000 compounds, 0.39% hits. AID 2825, 2010;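 active = inhibition of 50% or more; inactive = inhibition below 50%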;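 note: plate controls were induced DMSO wells for no effect and uninduced yeast grown without galactose for full effect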
APJ antagonist: antagonists of human apelin receptor APJ, primary screen, CHO-K1 cells, beta-arrestin complementation, luminescence; P35414; inhibition, % at 20 µM; 330,000 compounds, 0.32% hits;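 active = inhibition above about 40% at 20 µM, limit read from the data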;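 note: cells challenged with 10 nM apelin-13 agonist together with compound; plate controls were apelin-13 plus DMSO wells for no effect and DMSO wells lacking apelin-13 for full effect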
Target sequence (P35414 whole entry, looked up): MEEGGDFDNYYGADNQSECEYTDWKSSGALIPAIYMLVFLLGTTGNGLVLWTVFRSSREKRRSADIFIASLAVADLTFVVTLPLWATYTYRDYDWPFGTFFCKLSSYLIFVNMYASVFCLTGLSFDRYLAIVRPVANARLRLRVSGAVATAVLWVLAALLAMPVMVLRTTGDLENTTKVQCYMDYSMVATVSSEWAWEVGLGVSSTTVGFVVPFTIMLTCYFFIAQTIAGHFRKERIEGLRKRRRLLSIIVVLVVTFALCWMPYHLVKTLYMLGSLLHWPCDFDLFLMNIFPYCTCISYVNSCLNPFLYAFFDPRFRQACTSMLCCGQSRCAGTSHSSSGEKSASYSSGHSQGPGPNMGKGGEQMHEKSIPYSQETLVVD
TIM10 inh: growth inhibitors of isogenic TIM10 control yeast, primary screen, counter-screen for tim10-1 yeast inhibitor project, luminescence, uHTS. S. cerevisiae TIM10 strain growth, BacTiter-Glo luminescence, 24 h. inhibition, % at 10 µM. 330,000 compounds, 1.4% hits;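 active = inhibition of 40% or more at the single tested concentration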;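 note: wild-type TIM10 isogenic control strain grown at permissive 25 °C; 0% = DMSO yeast wells and 100% = minimal medium wells without yeast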
beta cell repl: inducers of MIN6 beta-cell proliferation, primary screen, ATP luminescence, uHTS | proliferation, % at 10 µM | 330,000 compounds, 0.29% hits | MIN6 cells proliferation, ATPlite luminescence, 48 h; cells starved in 0.2% serum; 100% = growth in 10% serum;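 active = compounds whose signal lies at least 3.5 SD above the mean of all wells on their plate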;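 note: 0% = DMSO-treated cells in low-serum medium and 100% = 10% serum control; some compounds called inactive have numbers as strong as hits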
tim23-1 inh: growth inhibitors of tim23-1 mutant yeast, primary screen, luminescence, uHTS; S. cerevisiae tim23-1 growth, BacTiter-Glo luminescence, 24 h; 330,000 compounds, 1.3% hits; AID 463212, 2010; inhibition, % at 20 µM;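 active = growth inhibition of the mutant yeast at or above 50%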;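 note: temperature-sensitive mutant grown at 25 °C; plate controls were DMSO-treated mutant yeast for no effect and medium wells lacking yeast for full effect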
MPTP block: mitochondrial permeability transition pore inhibitors, primary screen, biochemical, isolated mouse mitochondria, absorbance; 360,000 compounds, 1.4% hits; inhibition, % at 10 µM; Ca2+ swelling absorbance, 30 min;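 active = inhibition of 50% or more, scaled per plate between neutral and stimulator controls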;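 note: 0% = DMSO wells given calcium and 100% = 1 mM EGTA wells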
NR3A LBD binder: binders of NR3A ligand-binding domain, primary screen, biophysical, differential scanning fluorimetry, uHTS; NR3A LBD differential scanning fluorimetry, Tm shift; 0% = protein alone, 100% = glycine-bound protein; Tm shift relative to glycine control, % at 25 µM; 340,000 compounds, 2.5% hits; AID 1259313, 2017;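 active = melting temperature shift of at least 10% of the positive control shift, at one fixed dose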
APJ ag: agonists of human apelin receptor APJ, primary screen, CHO-K1 cells, PathHunter beta-arrestin, luminescence; P35414; 0% DMSO wells, 100% apelin; activation, % at 20 µM; 330,000 compounds, 0.11% hits; AID 2520, 2010;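 active = activation more than six SD over the plate average, tested at 20 µM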;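 note: 0% = DMSO alone and 100% = apelin-13 at 10 nM; some results filed as inactive read as strong as hits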
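Assay system – PathHunter CHO-K1 APJ (AGTRL-1) beta-arrestin reporter cells · Compound – one dose, 20 µM compound, 1% DMSO · Timing – compound 90 min 25 °C, reagent 1 h · Measured by – luminescence from split beta-galactosidase complementation, Galacton Star/Emerald II substrate · Measure – beta-arrestin recruitment to APJ as agonist activity, luminescent signal · Benchmarks – DMSO vs Apelin-13 10 nM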
tim10-1 inh: growth inhibitors of tim10-1 mutant yeast, primary screen, luminescence, uHTS; S. cerevisiae tim10-1 ts strain growth, BacTiter-Glo, 24 h; inhibition, % at 20 µM; 330,000 compounds, 2.2% hits; AID 463190, 2010;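 active = inhibition of at least 40%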;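 note: mutant grown at 25 °C; 0% = DMSO wells with yeast and 100% = wells holding no yeast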
Numbers without * were called inactive; · = no result given.

molecule	TIM10 inh	beta cell repl	APJ ag	APJ antagonist	NALP3 yeast inh	tim10-1 inh	NR3A LBD binder	tim23-1 inh	MPTP block
CNc1nc(NCCOC23CC4CC(CC(C4)C2)C3)nc(OCC(F)(F)F)n1	8	-2	-4	-23	15	24	-2	11	1.6
S=c1[nH]nc(COc2ccccc2)n1/N=C/C=C/c1ccccc1	20	1	-2	-7	22	16	5	7	0.4
CCOc1ccccc1NCc1cc(=O)oc2cc(C)ccc12	17	0	1	-5	23	-19	-2	1	-0.4
Cc1sc(-c2ccncc2)nc1OC(=O)c1ccc(F)cc1F	17	-4	-1	-15	16	33	-2	40	-1.3
CCCN(CC(=O)Nc1ccccc1C)C(=O)COc1c(C)cccc1C	8	0	-3	-5	15	35	-2	27	0.1
COc1nc(N/N=C/c2ccc(C)cc2)nc(N2CCCCC2)n1	11	7.4*	0	-8	0	20	-1	2	0.7
Cc1ccc(/C=C/C(=O)Nc2cccnc2)o1	0	3	-5	10	6	-14	0	6	-1.7
CCOc1ccc(C(=O)NCC(=O)NNC(=O)C2COc3ccccc3O2)cc1OCC (stereo not drawn)	5	-1	-3	-1	7	-14	-2	-4	1.1
Oc1c(/C=N/c2ccccn2)sc2ccccc12	69*	0	6	-31	65*	29	-14	37	6.3
COc1ccc(-c2noc(CCCC(=O)NCc3ccco3)n2)cc1OC	-5	0	2	11	3	10	-1	8	0.7
COC(=O)C(CCSC)NC(=O)c1cn(-c2ccc(OC)cc2)c(=O)c2ccccc12 (stereo not drawn)	-2	-3	-1	18	8	25	0	9	0.6
CCOC(=O)N1CCC(NC(=O)CSCc2nc(-c3ccccc3Cl)oc2C)CC1	24	-1	11	-12	9	19	-2	35	-1.0
COc1ccc2oc(C(=O)OC(C)C(=O)N(C)c3ccccc3)c(C)c2c1 (stereo not drawn)	10	0	-4	-26	20	26	0	21	-0.7
COc1ccc(C(=O)c2ccc(N3CCOCC3)c([N+](=O)[O-])c2)cc1	-5	-3	-3	-10	20	8	-2	5	-0.6
COc1ccc(OC)c(NC(=O)NC2CCCCCCC2)c1	22	-1	0	19	14	24	2	38	1.0

(further entries)
molecule	TIM10 inh	beta cell repl	APJ ag	APJ antagonist	NALP3 yeast inh	tim10-1 inh	NR3A LBD binder	tim23-1 inh	MPTP block
CC(=O)c1sccc1NC(=O)c1ccccc1C(=O)O	-4	-3	0	-3	0	-11	0	5	0.3
COc1ccccc1OC(C)C(=O)Nc1ccc2c(c1)n(C)c(=O)n2C (stereo not drawn)	0	-3	1	13	9	1	3	8	0.3
O=C(Nc1ccc(N2CCOCC2)cc1N1CCOCC1)c1ccc([N+](=O)[O-])cc1	-9	-4	-1	-6	27	9	2	17	-0.1
O=C1CCCN1CCCNc1ncnc2c1cnn2-c1ccc(Cl)cc1	6	1	2	-4	23	18	-2	20	-0.2
COc1ccc(-c2ccccc2)cc1NC(=O)c1ccncc1	11	1	-3	11	30	2	1	25	2.6
COc1ccccc1OCCCCN1CCC(C)CC1	6	1	-2	4	24	-10	0	9	-0.4
O=C(CN1CCCC1)Nc1ccccc1Sc1ccccc1	8	-2	-5	6	-6	-1	0	-34	21
CCOC(=O)Cn1c(=N)n(Cc2ccccc2)c2ccccc21	-12	1	-8	14	6	-1	1	2	-0.3
Cc1noc(C)c1NC(=O)Nc1cccc2c1O[C@H](CN(C)S(=O)(=O)c1cccs1)[C@@H](C)CN([C@H](C)CO)C2=O	5	-2	-5	2	14	-1	1	5	1.7
Cc1nc(Cc2nnc(SCC(=O)N3CCN(c4ccc(O)cc4)CC3)o2)cs1	-4	-5	-3	-9	-3	8	0	13	-1.8
Cc1cc(NC(=O)COc2coc(CN3CCN(c4ccccc4)CC3)cc2=O)no1	-6	0	3	19	15	-4	1	6	-1.2
CCCC(c1nnnn1Cc1ccco1)N1CCN(c2ccccc2)CC1 (stereo not drawn)	38	3	-3	2	-16	29	-2	22	-0.9
CCOc1ccc(NC2=NCC(=O)N2CCc2ccccc2)cc1	-11	4	6	-1	7	11	2	17	0.2
CN(C(=O)COC(=O)c1cnc(Cl)c(Cl)c1)C1CCCCC1	2	-7	-4	-4	7	5	-2	15	-0.4
O=C(Cc1cccs1)N1CCN=C1SCc1ccc(Br)cc1	9	-5	1	12	13	10	-5	6	0.6

Remaining list, next part.
molecule	TIM10 inh	beta cell repl	APJ ag	APJ antagonist	NALP3 yeast inh	tim10-1 inh	NR3A LBD binder	tim23-1 inh	MPTP block
Cc1cc(OCC(=O)Nc2cc(-c3nn4c(C)nnc4s3)ccc2C)ccc1Cl	-13	-4	0	17	-3	13	-3	3	-1.2
Cc1nn(-c2ccccc2)cc1C(c1c(N)[nH]c(=S)[nH]c1=O)c1c(N)[nH]c(=S)[nH]c1=O	-15	1	-5	11	2	-9	16*	5	0.6
Nc1cc2c(cc1[N+](=O)[O-])OCO2	2	0	-3	-2	-1	5	0	-25	1.4
CCC(C(=O)NCCc1ccccc1OC)n1nc(C)c2c(C)n(-c3ccccc3)nc2c1=O (stereo not drawn)	-8	0	0	10	1	12	-2	8	-0.1
CCOC(=O)/C=C1\SCC(=O)N1CC(=O)c1ccc[nH]1	-31	-2	-1	9	3	15	-1	-22	0.4
Cc1c(C(=O)OCC(=O)N(CCC#N)c2ccccc2)oc2c1ccc1ccccc12	17	-5	4	-5	7	22	-1	27	-0.1
O=C(Nc1nnc(CCN2CCCCC2)s1)c1cccc(Cl)c1	-5	0	-5	4	-17	-13	-1	-3	-0.1
Cc1c(CCC(=O)N[C@@H](C)C(=O)O)c(=O)oc2cc3oc4c(c3cc12)CCCC4	5	-4	-3	12	18	9	-1	12	0.7
CCN(CC)c1ccc(/C=N/N=C(c2ccccc2)c2ccccc2)c(O)c1	10	-4	-1	5	11	6	1	8	5.1
COc1ccccc1CNC(=O)c1ccc(N2CCOCC2)c([N+](=O)[O-])c1	3	-1	-4	19	18	5	0	-4	0.1
CCCCn1c(-c2ccncc2)nc2c1c(=O)[nH]c(=O)n2CC(C)C	5	-1	-5	2	9	2	-1	3	-4.7
COc1ccc(NC(=O)CCC2CCCCC2)cc1S(=O)(=O)N1CCCCC1	-32	-3	-4	-21	28	-46	-6	-13	31
Cc1ccc(CNC(=O)C(C)OC(=O)c2ccco2)cc1 (stereo not drawn)	-3	-1	-5	17	0	3	-1	-20	-0.4
Cc1ccc(S(=O)(=O)c2c(N)n(NC(=O)C3CC3)c3nc4ccccc4nc23)cc1	8	1	-1	11	-4	9	-3	13	3.0
COc1ccc(C2=NO[C@@H]3[C@@H]4C[C@@H]([C@H]5C(=O)N(C)C(=O)[C@@H]45)[C@H]23)cc1	-15	0	4	-16	9	2	-3	13	1.5

New compounds follow
molecule	TIM10 inh	beta cell repl	APJ ag	APJ antagonist	NALP3 yeast inh	tim10-1 inh	NR3A LBD binder	tim23-1 inh	MPTP block
Cc1ccc(S(=O)(=O)N2CCCCC2)cc1NS(=O)(=O)c1cccc(C(=O)O)c1	-6	0	-2	-20	11	11	2	1	-0.9
COc1ccc(N(CC(=O)Nc2c(C)n(C)n(-c3ccccc3)c2=O)S(=O)(=O)c2ccc(C)cc2)cc1OC	2	0	-3	14	6	-4	1	14	-0.9
O=C(C1CCN(S(=O)(=O)c2ccc(Cl)cc2)CC1)N1CCC1	-2	3	0	3	3	5	2	6	-1.7
C=C(C)CNC(=S)N/N=C\c1ccc2c(c1)OCO2	3	4	-2	-10	9	14	0	38	0.0
COc1ccc(C(=O)OCc2cc(=O)n3c(C)csc3n2)cc1F	-28	-2	-2	3	26	-12	0	0	-1.4
CCN(C(=O)COC(=O)c1ccccc1NCCO)C1CCS(=O)(=O)C1 (stereo not drawn)	-5	0	5	14	17	0	1	5	-1.1
O=C(OCC(=O)c1ccc(Cl)cc1Cl)c1ccccn1	-8	-3	-10	62*	14	1	-1	-3	0.5
O=C(CCN1C(=O)c2ccccc2S1(=O)=O)N1CCN(c2ccc(F)cc2)CC1	15	-3	-5	-10	20	26	0	6	-0.3
CCOc1ccc(C2c3[nH]c4ccccc4c3C[C@H]3C(=O)N(C4CC4)CC(=O)N23)cc1OC (stereo partly drawn)	6	0	-1	1	-1	13	0	6	0.4
CCN(CC)c1ccc(/C=C2\C(=N)N3N=C(CC(=O)N4CCOCC4)SC3=NC2=O)cc1	-3	0	-5	25	11	12	0	9	0.3
OC(COc1ccc2c(c1)CCC2)CN1CCN(c2cccc(Cl)c2)CC1 (stereo not drawn)	-117	-2	-1	12	45	-35	-6	-14	24
CCCSc1cc(N2CCCC2)nc(-c2ccccc2)n1	3	-6	2	16	9	1	0	-5	14
COC(=O)c1cc(NC(=O)c2cc(-c3ccccc3Cl)oc2C(F)(F)F)ccc1N1CCOCC1	13	-3	1	8	11	-3	4	4	24
COc1ccc(/C=C/c2nc3ccccc3n2Cc2ccccc2OC)cc1	22	-6	-4	21	-6	32	0	27	17
CC(C)c1ccc(NC(=O)c2csnn2)cc1	-4	-4	-4	-22	25	33	4	5	-1.9

(further entries)
molecule	TIM10 inh	beta cell repl	APJ ag	APJ antagonist	NALP3 yeast inh	tim10-1 inh	NR3A LBD binder	tim23-1 inh	MPTP block
COc1ccc(OC)c(NC(=O)NNC(=O)CCCOc2ccc(Cl)cc2C)c1	-5	-1	0	-7	20	-12	-8	18	-0.5
CCCCN1C(=O)CN(CCc2ccccc2)C(=O)C1c1ccc(OC)cc1 (stereo not drawn)	28	4	1	4	5	31	-3	34	0.7
Cc1ccc(C(=O)N/C(=C\c2ccccc2)C(=O)NCc2ccncc2)cc1	-1	0	-6	-12	4	-3	0	-1	0.8
O=C(COc1ccccc1)N(Cc1ccco1)C1CCS(=O)(=O)C1 (stereo not drawn)	14	-2	-6	7	-4	18	-1	9	-0.4
CC(=O)OCC(=O)[C@@]12OC(C)(C)O[C@@H]1C[C@H]1[C@@H]3C[C@H](F)C4=CC(=O)C=C[C@]4(C)[C@@]3(F)[C@@H](O)C[C@@]12C	3	-3	3	0	23	0	3	-4	·
COc1ccc(C2CC(c3ccccc3OC(=O)/C=C/c3ccccc3)=NN2C(C)=O)cc1 (stereo not drawn)	18	-2	-3	4	20	24	4	32	4.2
COc1cc(C(c2sc3nc(C)nn3c2O)N2CC(C)OC(C)C2)cc(OC)c1OC (stereo not drawn)	-11	-3	-3	16	18	-3	-2	-5	1.4
O=C(O)c1ccc(-n2nnnc2SCc2ccccc2F)cc1	-1	1	-1	8	12	-6	1	0	-0.9
CCOC(=O)C(CC)Sc1ncnc2c1nnn2-c1ccc(F)cc1 (stereo not drawn)	-16	0	-2	2	12	2	-1	-4	-1.6
Cc1ccc(NS(=O)(=O)c2ccc(N3CCN(c4ccc(O)cc4)CC3)c([N+](=O)[O-])c2)c(C)c1	-10	0	3	-5	21	-18	17*	20	4.4
COc1ccc(N(CC(=O)Nc2cccc(C(F)(F)F)c2)S(=O)(=O)c2c(C)[nH]c(=O)[nH]c2=O)cc1	3	-1	0	-2	0	5	-6	-2	2.5

Source: PubChem (Sanford-Burnham Center for Chemical Genomics)
